High-throughput results (PubChem BioAssay)
CFTR F508del cor = CFTR F508del correction in bronchial cells. actives 0.36% (n = 350,000). activity (quench increase), % at 7.58 µM. CFBE cells, YFP halide quenching; stimulated with forskolin plus potentiator P3; % fluorescence drop versus neutral controls;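 active = mean added fluorescence quench of at least 8% versus neutral control, with both replicates also reaching 8%; inconclusive = only one of the mean or replicate conditions met; inactive = mean below 8% and not both replicates reaching 8%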;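 note: cells transiently co-express mutant CFTR-F508del with the halide-sensitive YFP; corrector assay measuring rescue of mutant channel to the surface after 24 h compound exposure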
INS-1E GSIS act = primary screen for activators of insulin secretion dependent on glucose, INS-1E cells, GLuc reporter luminescence; INS-1E GLuc reporter insulin secretion, 2-3 h; activation, % at 16.6 µM; actives 0.61% (n = 370,000);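 active = lowest replicate activation of at least 40%, so every replicate reaches that level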;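 note: 0% = median of neutral control wells and 100% = median of IBMX positive control wells; some compounds called inactive have numbers as strong as hits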
PAX8 reporter = inhibitors of PAX8 transcriptional activity in RMG-I cells; RMG-I TPO-luciferase reporter, SteadyGlo, 24 h; inhibition, % at 12.6 µM; actives 1.2% (n = 360,000);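 active = mean replicate inhibition at least 60% with every replicate also reaching 60%; inconclusive = only one of the two criteria is met; inactive = mean below 60% and not all replicates reaching 60%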;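 note: luciferase light reporting Pax8 driven TPO promoter activity; plate controls were median of neutral control wells for no effect and mitoxantrone controls for full effect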
miR122 inh = miR-122 inhibition in Huh7 cells | Huh7 miR-122 Renilla luciferase sensor, 48 h; neutral wells = 0, positive control = 100 | AID 602342 | actives 0.3% (n = 340,000) | activation (reporter increase), % at 12.5 µM;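 active = mean replicate activation score at least 90 and every replicate individually at or above 90; inconclusive = only one of the two criteria met; inactive = neither criterion met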;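 note: higher luciferase means less miR-122 activity so hits act as miR-122 inhibitors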
FN deposition inh = fibronectin deposition inhibition | inhibition, % at 12.6 µM | actives 0.086% (n = 350,000) | AH1F fibroblasts, Alexa488-fibronectin deposition fluorescence, overnight | AID 743247;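 active = mean inhibition across replicates of 30% or more, regardless of how many single replicates reach that level; inconclusive = mean under 30% yet at least half of replicates reach 30%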;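 note: positive control wells lacked labelled fibronectin entirely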
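Schedule: 1 h cell adhesion before compound, then overnight fibronectin incubation; test system: AH1F fibroblast monolayer depositing Alexa488-labelled fibronectin into matrix; quantity: 10000 AH1F cells per well; probe or stimulus: fluorescent fibronectin at 24 nM final; signal: fluorescence, ex 485 nm, em 525 nm; evaluation: percent inhibition as loss of matrix-bound fibronectin fluorescence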
EWS-Fli inh = inhibitors of EWS/Fli oncoprotein transcriptional activity | A673 NR0B1-luciferase reporter, viability-normalised | actives 0.67% (n = 350,000) | inhibition, % at 12.6 µM;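 active = mean inhibition of at least 50% after viability correction, with every replicate also passing that limit; inconclusive = mean reaches 50% but only one of two replicates passes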;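 note: firefly luciferase signal divided by Alamar Blue viability fluorescence both relative to DMSO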
DENV2 CPE rescue = DENV2-induced cell death inhibition | AID 651640 | DENV2-infected cells, cytopathic effect rescue, plate reader | CPE inhibition, % at 9.99 µM | actives 1.7% (n = 350,000); in the data active = CPE inhibition above about 20%, passing the limit was not always enough; inconclusive = no clear call, values can overlap the other calls; tested in BHK-21 cells;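 note: 0% = median of neutral control wells and 100% = median of positive control wells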
* = called active by the depositor; ? = inconclusive; . = no result given; & = joins results of further samples; [ ] = dose if it differs, or a comment.

The line under a structure holds: CFTR F508del cor	INS-1E GSIS act	PAX8 reporter	miR122 inh	FN deposition inh	EWS-Fli inh	DENV2 CPE rescue
COc1ccc(C(=O)c2ccc(OC)cc2O)c(O)c1
    .	.	-84	2	1	.	.
Cc1nc(/N=C\c2ccc(N(C)C)cc2)sc1C
    -0.7	25	-3	-10	-3	-5	33*
Cc1sc2nc(C(C)C)nc(SCC(=O)NC3CC3)c2c1C
    -0.4	-1	22	-9	10	-4	5
CC(C(=O)NC(C)(C)C)N(C(=O)CS(=O)CC(=O)Nc1ccc(F)cc1)C1CCCC1 (configuration not stated)
    2.2	18	-8	0	5	-4	?
C[C@H](CO)N1C[C@H](C)[C@H](CN(C)C)Oc2ccc(NC(=O)c3ccncc3)cc2C1=O
    -2.7	4	-21	-3[16.7 µM]	.	3	-5
COc1ccc(CNC(=O)CN2C(=O)CSc3ccc(S(=O)(=O)N4CCOCC4)cc32)c(OC)c1
    1.0	1	9	-3	5	-5	5
CC(C)CCOP(=O)(c1ccc(N(C)C)cc1)C(O)c1ccc(N(C)C)cc1 (configuration not stated)
    2.6	-11	1	17	0	-4	2
O=C(Nc1cccc(Cl)c1)Nc1cc(S(=O)(=O)N2CCCCC2)ccc1Cl
    1.3	7	75*	.	-7	23	-2
C[C@H]1CN([C@@H](C)CO)C(=O)Cc2cc(NS(=O)(=O)c3cccs3)ccc2O[C@@H]1CN(C)S(=O)(=O)c1cn(C)cn1
    0.9	6	-74	6[16.7 µM]	.	-7	7
CCCNC(=O)[C@@H]1[C@@H](CO)[C@@H]2Cn3c(ccc(C4=CCCC4)c3=O)[C@@H]2N1CCC
    0.3	-7	7	2[16.7 µM]	.	-9	8
CCOc1ccccc1C(=O)Nc1nnc(Cc2ccc(OC)c(OC)c2)s1
    0.4	63	1	2	1	-26	-1
COc1ccc(C(=O)c2ccc([N+](=O)[O-])cc2)c(OC)c1OC
    -2.5	.	-3	-1	-1	10	3
CCOC(=O)C1(C)Oc2ccc(S(=O)(=O)CC)cc2NC1=O (configuration not stated)
    -3.6	2	-10	2	0	7	1
COc1ccc([N+](=O)[O-])cc1NC(=O)C1CCCNC1=O (configuration not stated)
    0.1	25	-2	-2	-1	-1	5
Cc1ccc(S(=O)(=O)NNC(=O)c2cc3cc4ccccc4nc3s2)cc1
    .	.	-23	4	6	.	.
CN(C[C@H]1[C@H](c2ccccc2)[C@@H](CO)N1C(=O)c1ccccc1)C(=O)C1CC1
    1.8	7	10	6[16.7 µM]	5	4	-8
CCN(CC)CCOC(=O)c1ccccc1Br
    -1.5	10	-12	9	3	7	6
O=S(=O)(c1ccccc1)N1[C@@H]2CNC[C@H]1C2c1ccc(-c2ccc(F)cc2)cc1 (some centres not stated)
    1.7	-7	-18	.	-1	-14	7
O=C(COc1cccc2ccccc12)NCc1cccnc1
    -3.6	3	-2	.	0	23	12
COc1ccccc1N1CCN(C(=O)CCS(=O)(=O)c2ccc3c(c2)oc(=O)n3C)CC1
    0.8	7	10	-9	2	-4	8

Next part (4 carried over from the part before).
The line under a structure holds: CFTR F508del cor	INS-1E GSIS act	PAX8 reporter	miR122 inh	FN deposition inh	EWS-Fli inh	DENV2 CPE rescue
CCN(CC)CCOC(=O)c1ccccc1Br
    -1.5	10	-12	9	3	7	6
O=S(=O)(c1ccccc1)N1[C@@H]2CNC[C@H]1C2c1ccc(-c2ccc(F)cc2)cc1 (some centres not stated)
    1.7	-7	-18	.	-1	-14	7
O=C(COc1cccc2ccccc12)NCc1cccnc1
    -3.6	3	-2	.	0	23	12
COc1ccccc1N1CCN(C(=O)CCS(=O)(=O)c2ccc3c(c2)oc(=O)n3C)CC1
    0.8	7	10	-9	2	-4	8
COC(=O)c1ccc(CN2CCc3ccccc32)cc1
    -0.2	-41	39	.	-2	10	-1
COc1cc(-c2nccc3cc4c(cc23)OCO4)cc(OC)c1OC
    9.2*	.	-5	55	13	32	-5
CC(C)NC(=O)N1C[C@@H]2[C@H](c3ccccc31)[C@@H](CO)N2C(=O)c1ccccc1
    -0.1	20	5	13[16.7 µM]	.	1	29*
N#Cc1ccsc1NC(=O)c1ccc2ncsc2c1
    .	.	-116	21	-2	-81	-14
CN(C(=O)COC(=O)c1cc(S(=O)(=O)N2CCCCC2)ccc1N1CCOCC1)C1CCS(=O)(=O)C1 (configuration not stated)
    -1.0	38	17	-7	6	-1	-3
CSc1cccc(N2CC(C(=O)NCCC3=CCCCC3)CC2=O)c1 (configuration not stated)
    -2.6	-19	-11	.	-5	-21	-2
CCOC(=O)c1csc(NC(=O)COc2ccc(Cl)cc2Cl)n1
    .	-38	-15	-6	-3	.	.
Cc1ccc(S(=O)(=O)N2[C@@H]3CNC[C@H]2C3c2ccc(-c3cccc(C)c3)cc2)cc1 (some centres not stated)
    -1.6&-0.3	36&-13	.	.	-6&0	.	-16&-4
CN(C)c1ccc(C=C2C(=O)OC3(CCCC3)OC2=O)cc1
    0.2	-4	-11	1	-21	-2	1
CCOC(=O)N1CCN(C(=O)COc2ccc(Cl)c(C)c2)CC1
    -1.8	-7	4	-17	.	-15	.
CCC(=O)c1ccc(OCC(=O)Nc2ccccc2C(=O)NC2CC2)cc1
    -2.9	17	-3	7	-2	-3	0
Cc1nnsc1C(=O)N1CCN(c2ccc(C#N)cn2)CC1
    6.9	.	15	-1	4	21	6
Cc1ccc(S(=O)(=O)Nc2ccc3c(c2)C(=O)N([C@@H](C)CO)C[C@H](C)[C@H](CN(C)S(=O)(=O)c2ccc(F)cc2)O3)cc1
    -0.1	-18	.	-23[16.7 µM]	.	3	-3
NC(=O)c1ccccc1NC(=O)COC(=O)C1(c2ccccc2)CC1
    0.5	1	-11	-3	4	-2	32*
CCNC(=O)CSc1nc2ccccc2c(=O)n1-c1cccc(OC)c1
    0.1	-2	1	.	.	3	-2
O=C(CCNC(=O)c1ccc([N+](=O)[O-])cc1)NCCCN1CCCC1=O
    2.9	27	-5	-5	3	3	16
C[C@@H]1CN([C@@H](C)CO)C(=O)c2cc(NC(=O)CCCN(C)C)ccc2O[C@@H](C)CCCCO[C@H]1CN(C)Cc1ccc2c(c1)OCO2
    -1.7	25	-6	6[16.7 µM]	.	-2	0
Cc1cccc(OCC(=O)NCC(=O)N=Nc2c(O)[nH]c3ccc([N+](=O)[O-])cc23)c1
    0.8	7	22	-4	4	9	-2
CS(=O)(=O)c1ccc(C(=O)NCC2(N3CCCCC3)CCCCC2)cc1
    .	14	12	.	1	.	.
O=C(COc1coc(CN2CCN(c3ccccc3F)CC2)cc1=O)NC1CCCC1
    1.5	0	-9	36	5	-2	0
Cc1nnc(SC(C)C(=O)Nc2ccc(Cl)cc2Cl)[nH]c1=O (configuration not stated)
    1.0	-12	-9	-2	-4	-1	1
CCCN1CCN(C(=O)c2ccc(Sc3ccc(C)cc3)c(NC(C)=O)c2)CC1
    -3.1	-28	.	-1	.	11	3
CCc1ccc(-c2cc(C)no2)cc1S(=O)(=O)N1CCN(c2cccc(C)c2C)CC1
    -0.3	-7	15	.	3	11	1
Cc1ccc(NC(=O)CCN2C(=O)C3C4CCC(C4)C3C2=O)cc1[N+](=O)[O-] (configuration not stated)
    -1.2	-2	.	-6	3	.	11
Cc1cccc(NC(=S)NC2CC3CCC(C2)N3Cc2ccco2)c1 (configuration not stated)
    .	4	.	3	.	.	-10
[O-][n+]1nc2ccccc2c2ccccc21
    -2.7	12	-7	4	12	-10	-4
COc1cc(OC)cc(C(=O)N2CCN=C2SCc2cccnc2)c1
    0.4	-4	-11	4	-9	-6	2
C=CCO/N=C(/C)c1ccc(Oc2cnccn2)cc1
    .	23	-21	.	-16	-3	20
Cc1ccc(S(=O)(=O)N[C@H]2CC[C@H](CCn3cc(-c4cccnc4)nn3)O[C@H]2CO)cc1
    2.2	21	4	.	.	-6	-2
COc1cccc(N=NC2C(=O)N(C(N)=S)N=C2C)c1 (configuration not stated)
    -34	-10	-93	.	1	-47	8
COc1ccc(-c2noc(C(=O)NCc3ccccc3Cl)n2)cc1OC
    1.2	4	6	.	-4	-10	6
C[C@@H]1CN([C@H](C)CO)C(=O)c2cccc(NC(=O)NC3CCCCC3)c2O[C@H]1CN(C)Cc1ccc(Cl)c(Cl)c1
    -0.9	-7	.	118*[16.7 µM]	.	-5	-8
CCCN(C)C[C@@H]1OCCCC[C@H](C)Oc2ccc(NC(=O)Nc3ccc(F)cc3)cc2C(=O)N([C@@H](C)CO)C[C@@H]1C
    -0.2	-20	6	-5[16.7 µM]	.	7	0
O=C(c1cccc(C(F)(F)F)c1)N1CCc2c([nH]c3ccccc23)C1C(F)(F)F (configuration not stated)
    -3.2	-19	16	.	-6	18	12
CCCCOc1ccc(C(=O)Nc2ccc(CN3CCOCC3)cc2)cc1
    -0.7	5	12	-6	-10	6	?
CNC(=O)COC(=O)c1ccc([N+](=O)[O-])cc1Cl
    .	.	3	.	0	1	-4
C[C@H](CO)N1C[C@H](C)[C@H](CN(C)C(=O)Nc2ccccc2F)Oc2ncc(-c3ccccc3)cc2C1=O
    5.4	-10	.	-5[16.7 µM]	-6	-10	6
Cc1cccc(C)c1OCCCn1ccnc1
    0.1	7	-16	.	-1	9	0
COCC(=O)Nc1ccc2c(c1)OC[C@H](C)N(C(=O)c1cccnc1)C[C@@H](C)[C@@H](OC)CN(C)C2=O
    1.8	18	.	-2[16.7 µM]	2	-6	-10
C/C=C/C=C/C(=O)N1CC[C@]23c4ccccc4N[C@H]4N(C)c5cccc6c5[C@]42CCN([C@H]6C2OC2(C)C)[C@H]13 (some centres not stated)
    0.0	.	.	20	.	-3	0

Three entries from above, arranged by the number in INS-1E GSIS act, highest first:
Molecule,CFTR F508del cor,INS-1E GSIS act,miR122 inh
Cc1cccc(C)c1OCCCn1ccnc1,0.1,7,.
C[C@H](CO)N1C[C@H](C)[C@H](CN(C)C(=O)Nc2ccccc2F)Oc2ncc(-c3ccccc3)cc2C1=O,5.4,-10,-5[16.7 µM]
CCCN(C)C[C@@H]1OCCCC[C@H](C)Oc2ccc(NC(=O)Nc3ccc(F)cc3)cc2C(=O)N([C@@H](C)CO)C[C@@H]1C,-0.2,-20,-5[16.7 µM]

The listing continues:
The line under a structure holds: CFTR F508del cor	INS-1E GSIS act	PAX8 reporter	miR122 inh	FN deposition inh	EWS-Fli inh	DENV2 CPE rescue
O=C(Cn1ncc2c([nH]c3ccccc32)c1=O)NCC1CCN(Cc2ccc(F)cc2)CC1
    0.5	10	-5	0	-1	1	-3
O=C(C[C@H]1C[C@@H]2c3cc(NC(=O)c4cccnc4)ccc3O[C@@H]2[C@H](CO)O1)NCc1ccccn1
    -1.8	2	-8	7[16.7 µM]	.	-7	4
Cc1cc(C(=O)Nc2ccc3c(c2)C(=O)N(C)[C@@H]2CC[C@H](CC(=O)NCC(F)(F)F)O[C@@H]2CO3)no1
    -2.2	15	-10	-8[16.7 µM]	-18	2	-6
COCCCNC(=S)Nc1ccc(C)cc1[N+](=O)[O-]
    3.8	0	-22	3	-8	-33	2
Cc1ccc(Nc2nc(N)nc(CCl)n2)c(C)c1
    -1.3	-3	106*	.	4	44	-12
